Screening data: PubChem BioAssay, National Center for Advancing Translational Sciences (NCATS)
TRHR enhancer: qHTS for Small Molecule Agonists and Allosteric Enhancers of Human TRH Receptor: Primary Screen for Enhancers | Thyrotropin-releasing hormone receptor (Homo sapiens), P34981 | TRHR cells, fluo-8 calcium fluorescence, EC20 TRH enhancement | enhancement, % at 2 µM | hit rate 0.66% among 360,000 | AID 493056, 2011; in the data active means enhancement above about 30%; further: 0% is about no effect
Target sequence (P34981 whole entry, looked up): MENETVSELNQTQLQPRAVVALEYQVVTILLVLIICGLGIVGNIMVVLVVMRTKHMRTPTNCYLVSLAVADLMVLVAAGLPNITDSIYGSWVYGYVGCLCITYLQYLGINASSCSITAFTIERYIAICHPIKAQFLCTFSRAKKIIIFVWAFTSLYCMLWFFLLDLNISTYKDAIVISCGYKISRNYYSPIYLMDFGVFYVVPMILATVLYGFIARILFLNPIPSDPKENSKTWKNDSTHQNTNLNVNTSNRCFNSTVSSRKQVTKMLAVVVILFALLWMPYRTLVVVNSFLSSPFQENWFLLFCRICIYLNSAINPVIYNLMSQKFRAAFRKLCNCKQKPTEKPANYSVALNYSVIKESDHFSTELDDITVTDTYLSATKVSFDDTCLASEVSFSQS
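Enhancer read-out: after compound pinning and an initial kinetic agonist-mode read, an EC20 of TRH (10 nM final) was injected and fluo-8 calcium signal (Ex 480/Em 530) followed at 1 s/cycle for 100 cycles in TRHR-expressing cells.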
TrxR1 substrate: qHTS Assay for Substrates of Mammalian Selenoprotein Thioredoxin Reductase 1 (TrxR1): qHTS; Potency, µM (doses to about 114 µM), inactives show top-dose activity change, negative = substrate turnover; purified TrxR1 substrate turnover, NADPH consumption readout; hit rate 0.01% among 390,000; Thioredoxin reductase 1, cytoplasmic (Rattus norvegicus), O89049; AID 588456, 2011; further: potency means the concentration at half of the fitted maximal effect; on the % scale 0 is the no-effect control and ±100 the full control effect; nearly all actives have a fitted effect of over 50% in size
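Rat TrxR1, dispensed at 90 nM, was prereduced with 400 uM NADPH (final) for 5 min at ~22 deg C, then incubated with compound 15 min before 400 uM selenite. A first-read NADPH fluorescence drop versus no-compound background flagged substrates.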
TRHR agonist: qHTS for Small Molecule Agonists and Allosteric Enhancers of Human TRH Receptor: Primary Screen for Agonists. Thyrotropin-releasing hormone receptor (Homo sapiens), P34981. TRHR cells, calcium flux fluo-8, FDSS agonist mode. activation, % at 2 µM. hit rate 0.18% among 360,000; in the data active means activation above about 30%; further: 0% is about no effect
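TRHR-expressing cells, plated overnight in medium with 10% serum, were loaded with fluo-8 calcium dye at room temperature. After a 10 s baseline, library compound was pin-added and calcium release was recorded kinetically (ex 480/em 530) as agonist response.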
D2 antag: HTS Assay for Allosteric Antagonists of the Human D2 Dopamine Receptor: Primary Screen for Antagonists. D(2) dopamine receptor (Homo sapiens), P14416. inhibition, % at 10 µM. HEK293 TREx D2 cells, calcium flux, dopamine EC80. hit rate 2% among 340,000; in the data active means inhibition above about 30%; further: 0% is about no effect
Target sequence (P14416 whole entry, looked up): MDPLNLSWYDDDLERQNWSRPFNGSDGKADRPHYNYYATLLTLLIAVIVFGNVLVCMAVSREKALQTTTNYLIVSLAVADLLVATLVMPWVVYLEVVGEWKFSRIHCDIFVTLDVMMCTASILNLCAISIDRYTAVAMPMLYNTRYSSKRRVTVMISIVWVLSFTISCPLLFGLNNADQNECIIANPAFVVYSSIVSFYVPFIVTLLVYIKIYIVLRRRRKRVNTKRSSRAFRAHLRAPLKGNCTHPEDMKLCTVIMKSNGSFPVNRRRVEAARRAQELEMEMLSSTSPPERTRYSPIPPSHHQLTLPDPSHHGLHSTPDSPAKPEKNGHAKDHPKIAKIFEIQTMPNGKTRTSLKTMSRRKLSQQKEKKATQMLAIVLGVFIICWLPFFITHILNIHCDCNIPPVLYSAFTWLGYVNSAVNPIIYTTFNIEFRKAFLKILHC
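Overnight-induced (tetracycline, 30 C) HEK293 T-REx cells carrying force-coupled D2 receive a no-wash calcium dye, then compound, then EC80 dopamine at 180 s; signals are read kinetically throughout.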
mIDH1 inhibitor: qHTS for Inhibitors of mutant isocitrate dehydrogenase 1 (IDH1): qHTS | hit rate 0.093% among 390,000 | Potency, µM (top dose mostly 76.6 µM), for the others: at the highest dose activity change, negative = inhibition, hits mostly inhibitors | Isocitrate dehydrogenase [NADP] cytoplasmic (Homo sapiens), O75874 | IDH1-R132H enzyme, NADPH consumption, diaphorase/resazurin fluorescence; further: potency means the concentration at half of the fitted maximal effect; on the % scale 0 is the no-effect control and ±100 the full control effect; nearly all actives have a fitted effect of over 65% in size
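IDH1-R132H (0.5 ug/mL) preincubated 30 min with compound, then NADPH (0.016 mM) and alpha-KG (2 mM) added; 80 min at RT, pH 7.5. Remaining NADPH coupled via diaphorase/resazurin to fluorescence (540/590 nm); concentration-response curves normalized to no-enzyme control.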
D2 ag: HTS Assay for Allosteric Agonists of the Human D2 Dopamine Receptor: Primary Screen for Agonists; HEK293 T-REx D2 cells, calcium flux agonist mode; hit rate 0.53% among 340,000; AID 485358, 2010; activation, % at 2 µM;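 active means activation over 3 SD above normal in the single-dose calcium agonist read, cut at about 30% in these data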; further: 0% is about no effect
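Calcium-flux readout, 1 cycle/sec over 180 s following compound pin transfer, in inducible HEK293 Trex D2 cells (force-coupled); dopamine controls included. Positive calcium responses during this window marked compounds as potential agonists.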
TrxR1 inh: qHTS Assay for Inhibitors of Mammalian Selenoprotein Thioredoxin Reductase 1 (TrxR1): qHTS; AID 588453, 2011; Potency, µM (doses to about 114 µM), without a hit: at the highest dose activity change, negative = inhibition, usual class: inhibitors; Thioredoxin reductase 1, cytoplasmic (Rattus norvegicus), O89049; hit rate 1% among 390,000; recombinant rTrxR1, NADPH fluorescence consumption, selenite substrate; further: potency means the concentration at half of the fitted maximal effect; on the % scale 0 is the no-effect control and ±100 the full control effect; nearly all actives have a fitted effect of over 65% in size
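Rat TrxR1 (90 nM in the dispensed reagent) was pre-reduced with 400 uM NADPH for 5 min at room temperature, then incubated with compound for 15 min. After 400 uM selenite was added, NADPH fluorescence (Ex 340/Em 450 nm) was followed for 8 min.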
Pin1 inhibitor: qHTS Assay to Find Inhibitors of Pin1 | Peptidyl-prolyl cis-trans isomerase NIMA-interacting 1 (Homo sapiens), Q13526 | Pin1 FP peptide displacement, HiFluor488, 10 min | Potency, µM (series often up to 115 µM), without a hit: at the highest dose activity, negative = inhibition, usual class: inhibitors | hit rate 0.009% among 390,000 | AID 504891, 2011; active means well fitted inhibition curve with a large enough effect in the polarisation, with a control signal flat, not every such curve was filed as active; inconclusive means small, poorly fitted or top-dose-only effect, or effect the other way, or a change in a side signal; inactive means no such curve, though single readings can be large or run the other way; the % refers to the polarisation; further: potency means the concentration at half of the fitted maximal effect; on the % scale 0 is the no-effect control and ±100 the full control effect
Target sequence (Q13526 whole entry, looked up): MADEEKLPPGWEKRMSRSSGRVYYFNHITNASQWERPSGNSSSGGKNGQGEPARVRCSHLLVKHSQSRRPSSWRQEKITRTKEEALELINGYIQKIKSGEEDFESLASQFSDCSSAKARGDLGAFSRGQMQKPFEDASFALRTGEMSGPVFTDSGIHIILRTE
USP1 inh: Inhibitors of USP1/UAF1: Primary Screen. hit rate 0.23% among 390,000. Potency, µM (titrated, usually from 57.1 µM), inactives show at the highest dose activity change, negative = inhibition, most hits filed as inhibitors. recombinant USP1/UAF1, Ub-Rhodamine cleavage fluorescence. Ubiquitin carboxyl-terminal hydrolase 1 (Homo sapiens), O94782. AID 743255, 2014; further: potency means the concentration at half of the fitted maximal effect; on the % scale 0 is the no-effect control and ±100 the full control effect; nearly all actives have a fitted effect of over 60% in size; inactives centre near -12
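USP1/UAF1 complex at 1 nM was preincubated with compound for 15 min at room temperature, then Ub-Rho substrate (150nM final) was added. Fluorescence (480/540 nm) was read kinetically, 6 reads every 60 seconds.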
* marks the source's active call; other numbers are inactive results; ? = inconclusive; · = no result given; [ ] = dose if it differs, or a comment. Unless noted, the call rests on the fitted dose curve; in most records, active means well fitted inhibition curve with a large enough effect; inconclusive means small, poorly fitted or top-dose-only effect; inactive means no such curve, though single readings can be large or run the other way. Some of the compounds tested; count on the stated rates, not on these rows.

SMILES | TRHR enhancer | TrxR1 substrate | TRHR agonist | D2 antag | mIDH1 inhibitor | D2 ag | TrxR1 inh | Pin1 inhibitor | USP1 inh
Cn1c(=O)c2c(nc(SCCN3CCOCC3)n2Cc2ccccc2Cl)n(C)c1=O | -2 | -5% | -1.2 | -1 | 5% | 0.0 | 2%[57.1 µM] | -1% | -14%
CC1CCc2c(sc(NC(=O)C3c4ccccc4Oc4ccccc43)c2C(N)=O)C1 (configuration not stated) | -7 | -2% | -0.7 | 1 | -1% | -1.9 | -11% | 16% | -8%
O=C(O)CCSc1nnnn1-c1ccccc1 | -2 | -12% | 1.1 | -5 | -9% | -0.9 | -29% | -13% | 3%
CCOc1ccc(CCNC(=O)c2nc(-c3cccc(F)c3)n3c2CCCCC3)cc1OCC | 8 | -2% | -0.2 | · | -6% | -0.5 | -5% | -3% | -19%
CCc1cccc(NS(=O)(=O)c2ccc3c(c2)oc(=O)n3C)c1 | -2 | -3% | 1.9 | · | -4% | · | 5% | 2% | -7%
O=C(NCCc1ccc(Cl)cc1)c1ccc(CS(=O)(=O)Cc2ccc(Cl)cc2)o1 | -6 | 2%[57.1 µM] | 0.5 | · | -16% | 0.1 | 9%[57.1 µM] | 3% | -6%
CCOC(=O)C1CCN(C(C(=O)Nc2ccc3c(c2)OCCO3)c2ccccc2)CC1 (configuration not stated) | -2 | -3% | 0.1 | -4 | -1% | -0.5 | 1% | -14% | -20%
NC(=O)C1CCN(CC(=O)Nc2cccnc2Cl)CC1 | -4 | 7%[57.1 µM] | 0.4 | -8 | 2% | 0.1 | 25%[57.1 µM] | -1% | -6%
CNC(=O)c1c2c(nc3ccc(Br)cc13)CCCC2 | 3 | -7% | 0.5 | -2 | -7% | -0.2 | 3% | 0% | -17%
C[N+](C)(C)CCCCCCC(=O)/C=N/O | -4 | 1% | 0.3 | 3 | 6% | 0.7 | 26% | -5% | -13%
Nc1c(Br)cc(Br)c2cccnc12 | -3 | 3% | 0.6 | · | · | · | ? | -1% | ·
COc1cc(C)c(Br)cc1S(=O)(=O)NCCN1CCOCC1 | 8 | -2% | 1.3 | -8 | -3% | -0.2 | 12% | -7% | -7%
O=S(=O)(Cc1ccccc1)NCC1CCCO1 (configuration not stated) | 12 | -3% | -1.3 | 20 | -3% | -1.1 | -18% | -1% | -5%
COc1ccc(NC(=O)CSc2n[nH]c(=O)n2Cc2ccccc2)cc1Cl | 13 | -2% | -0.1 | 5 | 4% | -0.6 | 0% | -2% | -13%
O=C(CCc1nnc2n(Cc3ccccc3Cl)c(=O)c3ccccc3n12)Nc1ccc(F)c(F)c1 | -1 | 3% | 0.0 | · | -10% | -0.1 | 24% | 2% | -3%
FC(F)(F)c1cccc(-c2nc(-c3ccncc3)no2)c1 | 12 | 5%[57.1 µM] | -1.7 | -6 | 6% | -0.5 | 8%[57.1 µM] | -8% | -8%
COc1ccc(C(CCN2CCOCC2)c2c(OC)cc(OC)c3c(-c4ccccc4)cc(=O)oc23)cc1 (configuration not stated) | · | -4% | · | · | -1% | · | 9% | ? | -21%
CCN1CNC(=S)N(CCc2ccccc2)C1 | -10 | 7%[57.1 µM] | -0.7 | -4 | 11% | -1.3 | 6%[57.1 µM] | -4% | -24%
O=C(NCCC1CCCCN1S(=O)(=O)c1ccc(Cl)cc1)C(=O)NCCN1CCOCC1 (configuration not stated) | 4 | 11% | -0.4 | -4 | 5% | 0.2 | 10% | 0% | -10%
CCn1c(SCc2ccc(F)cc2)nc2ccccc2c1=O | 1 | 9%[57.1 µM] | 0.6 | 11 | 12% | 0.8 | 4%[57.1 µM] | -2% | -4%
O=C(Nc1ccc(Br)cc1)c1ccc(Br)c(S(=O)(=O)Nc2cccnc2)c1 | 8 | -8% | 1.7 | 0 | 5% | -1.1 | -6% | 1% | -16%
Cn1sc(NC(=O)c2cccc(Cl)c2)nc1=O | 1 | -1% | 0.1 | 11 | 9% | 1.8 | 5% | 1% | -22%
CCOC(=O)N1CCN(C(=O)C2CCCN(S(=O)(=O)c3cccnc3)C2)CC1 (configuration not stated) | 0 | -4% | 0.6 | -1 | -4% | 0.6 | 15% | 4% | -14%
CCC(C)[C@H](NC(=O)C1CC(=O)N(c2ccc3c(c2)OCCO3)C1)C(=O)N1CCCCC1 (some centres not stated) | 1 | 5% | 0.0 | -1 | 30% | -0.9 | 21% | 0% | -23%
COc1cc(C(=O)OC2CCOC2=O)c([N+](=O)[O-])cc1OC (configuration not stated) | 4 | -9% | 0.7 | -11 | 0% | -0.4 | -18% | -10% | -20%
Cc1nc(CS(=O)(=O)c2ccccc2)cc(Sc2ccc(Cl)cc2Cl)n1 | -5 | 6%[57.1 µM] | 0.4 | -13 | 2% | -1.3 | 8%[57.1 µM] | 1% | -16%
COc1cccc(NC(=O)COC(=O)/C=C/c2ccc(Cl)cc2Cl)c1 | 1 | -3% | -0.4 | 12 | 3% | 0.3 | -9% | 0% | -5%
O=C(NCCCN1CCN(c2ccccc2)CC1)Nc1ccccc1C(F)(F)F | -1 | 8%[57.1 µM] | 0.0 | 75* | 3% | 78* | 8%[57.1 µM] | -8% | -25%
CCC1(c2ccc(F)cc2)NC(=O)N(CC(=O)Nc2ccccc2Cl)C1=O (configuration not stated) | -1 | 2% | 7.4 | 1 | 5% | 7.9 | 12% | -3% | -3%
COc1ccc(CCNC(=O)CCCNC(=O)Cn2cnc3sc(C)c(C)c3c2=O)cc1OC | 7 | 0% | 0.1 | 2 | -1% | 2.1 | 2% | -4% | -21%
CCOC(=O)N1CCC(NC(=O)CCc2c(C)nc3ncnn3c2C)CC1 | -3 | -1% | 0.0 | -7 | 0% | -0.6 | 11% | 2% | -23%
Cc1ccc(-c2cc(-c3coc4ccccc4c3=O)c3c(n2)-c2ccccc2OC3)cc1 | 3 | -2% | 1.0 | · | 12% | 0.2 | 7% | ? | -19%
CCCCNC(=O)C(C)N(CCN(C)C)C(=O)CCCN1C(=O)NC(c2ccc(Cl)cc2)C(C(=O)OCc2ccccc2)=C1C (configuration not stated) | · | 0% | · | · | 11% | · | 11% | ? | ?
CC1=NN(C(=O)c2ccccc2F)C(O)(c2ccc(Cl)cc2)C1 (configuration not stated) | -4 | 4% | 1.0 | 18 | 4% | 0.1 | 18% | 2% | -14%
CCn1cc(Br)c(C(=O)NC(=S)Nc2ccc(C(=O)OC)cc2)n1 | -3 | 0%[57.1 µM] | -0.1 | -17 | 1% | -1.5 | 5%[57.1 µM] | 1% | -9%
COc1ccc(CNC(=O)CN(C)c2nn3c(=O)cc(C)nc3s2)cc1 | 2 | 1% | -0.1 | · | 0% | · | 13% | -3% | -14%

Some of the entries above in a different format:
Compound	TRHR enhancer	TrxR1 substrate	TRHR agonist	D2 antag	mIDH1 inhibitor	D2 ag	TrxR1 inh	Pin1 inhibitor	USP1 inh
COc1cccc(NC(=O)COC(=O)/C=C/c2ccc(Cl)cc2Cl)c1	1	-3%	-0.4	12	3%	0.3	-9%	0%	-5%
O=C(NCCCN1CCN(c2ccccc2)CC1)Nc1ccccc1C(F)(F)F	-1	8%[57.1 µM]	0.0	75*	3%	78*	8%[57.1 µM]	-8%	-25%

The results go on:
SMILES | TRHR enhancer | TrxR1 substrate | TRHR agonist | D2 antag | mIDH1 inhibitor | D2 ag | TrxR1 inh | Pin1 inhibitor | USP1 inh
Cc1cccc2cc(C3CC(c4ccco4)=NN3S(C)(=O)=O)c(Cl)nc12 (configuration not stated) | -3 | -2% | -1.0 | -2 | 1% | 0.2 | -26% | 12% | -4%
CCOc1cc2[nH]c(=S)n(CC3CCCO3)c(=O)c2cc1OCC (configuration not stated) | -3 | 0%[57.1 µM] | -0.7 | 3 | 3% | -0.2 | -11%[57.1 µM] | ? | -5%
Cc1nnc(SCC(=O)NC2CCC(C)CC2)s1 (configuration not stated) | -3 | 5% | 0.4 | -6 | 3% | -0.1 | 20% | 3% | -12%
O=C(NCC1CCCO1)C1CC(c2ccccc2Cl)=NO1 (configuration not stated) | 8 | 5% | 0.5 | -25 | 0% | -0.7 | 3% | -10% | -12%
COc1cc([N+](=O)[O-])c(OC)cc1SCc1n[nH]c(=S)n1-c1ccc(F)cc1 | -1 | -23%[11.4 µM] | 0.4 | 14 | 14% | -0.3 | 11%[11.4 µM] | 1% | -21%
CCOC(=O)/C=c1\s/c(=C\c2ccc3cc(OC)ccc3c2)c(=O)n1CC(=O)NCc1ccc2c(c1)OCO2 | -2 | -7% | 1.5 | -13 | 0% | 1.0 | 17%[57.1 µM] | ? | 3%
COCCCn1c(SCC(=O)NNC(=O)c2cccc(O)c2)nnc1-c1ccncc1 | -4 | 5%[57.1 µM] | 0.1 | -8 | -6% | 0.7 | 7%[57.1 µM] | -1% | 3%
COc1ccc(CN2CCCN(CC(=O)Nc3ccc4c(c3)OCCO4)S2(=O)=O)cc1 | 9 | 0%[57.1 µM] | -0.4 | · | 7% | · | 7%[57.1 µM] | -8% | -33%
